# HKDC1 inhibitor: HKDC1 hexokinase inhibitors, primary screen, biochemical, fluorescence, uHTS | recombinant HKDC1, G6PDH/diaphorase resazurin coupled fluorescence | inhibition, % at 20 µM | 0.16% of 340,000 active;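 active means inhibition above about 35% when tested at 20 µM, limit read from the data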;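 further: plate controls were DMSO wells with enzyme for no effect and DMSO wells lacking enzyme for full effect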
#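 Assay system: recombinant HKDC1 hexokinase; detection: coupled resazurin fluorescence, excitation 525 nm, emission 613 nm; benchmarks: DMSO-plus-enzyme-mix negative control, buffer-substituted positive control; compound dosing: single 20 µM dose; schedule: 90 min at room temperature in dark; also added: glucose plus 1 mM ATP as hexokinase substrates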
# GRIN3A LBD mod: binders of NR3A ligand-binding domain, primary screen, biophysical, differential scanning fluorimetry, uHTS. 2.5% of 340,000 active. NR3A LBD differential scanning fluorimetry, Tm shift; 0% = protein alone, 100% = glycine-bound protein. Glutamate receptor ionotropic, NMDA 3A (GRIN3A) ligand-binding domain. Tm shift relative to glycine control, % at 25 µM;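 active means melting temperature shift of at least 10% of the positive control shift, at one fixed dose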
# MPTP block: mitochondrial permeability transition pore inhibitors, primary screen, biochemical, isolated mouse mitochondria, absorbance. Ca2+ swelling absorbance, 30 min. inhibition, % at 10 µM. 1.4% of 360,000 active. AID 602449, 2012;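 active means inhibition of 50% or more, scaled per plate between neutral and stimulator controls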;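 further: 0% = DMSO wells given calcium and 100% = 1 mM EGTA wells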
# SENP7 inh: SENP7 protease inhibitors, primary screen, biochemical, luminescence, uHTS; recombinant SENP7, Z-RLRGG-aminoluciferin luminescence, 40 min; inhibition, % at 5 µM; 1.5% of 330,000 active;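 active means inhibition above about 50% at the single test dose, limit read from the data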;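 further: plate controls were DMSO with enzyme for no effect and no enzyme buffer wells for full effect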
# Target sequence (Q9BQF6 706-1050 limits assumed): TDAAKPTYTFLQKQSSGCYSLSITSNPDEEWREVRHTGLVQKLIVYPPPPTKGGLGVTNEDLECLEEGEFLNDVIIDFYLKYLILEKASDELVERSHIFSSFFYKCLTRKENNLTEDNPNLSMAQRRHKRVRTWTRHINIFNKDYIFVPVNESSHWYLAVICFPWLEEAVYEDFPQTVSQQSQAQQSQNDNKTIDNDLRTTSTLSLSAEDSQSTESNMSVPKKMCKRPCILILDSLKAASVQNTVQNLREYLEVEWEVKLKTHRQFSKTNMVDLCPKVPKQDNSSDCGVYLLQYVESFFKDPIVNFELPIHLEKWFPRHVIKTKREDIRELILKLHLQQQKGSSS
# SENP6 block: SENP6 protease inhibitors, primary screen, biochemical, luminescence, uHTS; inhibition, % at 10 µM; 1.8% of 330,000 active; Recombinant SENP6 catalytic domain, aminoluciferin luminescence; AID 2599, 2010; Sentrin-specific protease 6 (Homo sapiens), Q9GZR1;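 active means inhibition above about 50% at the single tested dose, limit read from the data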;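 further: plate controls were DMSO wells with enzyme for no effect and DMSO wells lacking enzyme for full effect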
# ATG4B inhibitor: ATG4B protease inhibitors, primary screen, biochemical, fluorescence, uHTS; ATG4B cleavage of LC3-PLA2, NBD-HPC fluorescence, 1 h; Cysteine protease ATG4B (Homo sapiens), Q9Y4P1; 0.51% of 340,000 active; inhibition, % at 8.33 µM; in the data active means inhibition above about 40%
# Target sequence (Q9Y4P1 whole entry, looked up): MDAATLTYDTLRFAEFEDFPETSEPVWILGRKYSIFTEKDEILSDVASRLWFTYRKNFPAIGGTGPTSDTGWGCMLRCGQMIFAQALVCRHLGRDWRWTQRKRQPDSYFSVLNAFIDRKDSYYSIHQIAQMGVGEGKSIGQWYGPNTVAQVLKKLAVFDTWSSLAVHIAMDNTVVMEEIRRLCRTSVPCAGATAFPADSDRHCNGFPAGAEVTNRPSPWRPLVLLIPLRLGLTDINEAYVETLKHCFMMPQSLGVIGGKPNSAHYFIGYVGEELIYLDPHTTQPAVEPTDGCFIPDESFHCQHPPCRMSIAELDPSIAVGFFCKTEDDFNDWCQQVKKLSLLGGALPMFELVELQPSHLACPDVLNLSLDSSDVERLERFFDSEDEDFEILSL
# SENP8 inh: human SENP8 protease inhibitors, primary screen, biochemical, fluorescence, Nedd8 protein substrate, uHTS | Sentrin-specific protease 8 (Homo sapiens), Q96LD8 | recombinant SENP8 | inhibition, % at 20 µM | 0.64% of 360,000 active; in the data active means inhibition mostly above about 40%, no sharp cut-off; inactive means mostly below about 27%
# Target sequence (Q96LD8 whole entry, looked up): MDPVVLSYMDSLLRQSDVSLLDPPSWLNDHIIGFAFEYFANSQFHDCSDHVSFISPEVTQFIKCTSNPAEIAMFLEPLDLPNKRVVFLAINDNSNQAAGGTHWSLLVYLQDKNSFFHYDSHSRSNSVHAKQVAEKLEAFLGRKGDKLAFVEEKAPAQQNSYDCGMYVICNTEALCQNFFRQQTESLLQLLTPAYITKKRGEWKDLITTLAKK
# PfG6PD inh: PfG6PD enzyme inhibitors, primary screen, biochemical, fluorescence intensity, uHTS; glucose-6-phosphate dehydrogenase-6-phosphogluconolactonase (Plasmodium falciparum 3D7); PfGluPho enzyme, NADPH resazurin-diaphorase fluorescence; inhibition, % at 20 µM; 0.78% of 350,000 active; AID 504690, 2011;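 active means inhibition reaching at least a set limit at 20 µM in the primary screen, cut at about 59% in these data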;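 further: 0% = DMSO wells with substrate and 100% = DMSO wells lacking glucose-6-phosphate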
# * hit, by the source's call; . = no result given; & = joins results of further samples.
SMILES,HKDC1 inhibitor,GRIN3A LBD mod,MPTP block,SENP7 inh,SENP6 block,ATG4B inhibitor,SENP8 inh,PfG6PD inh
Cc1ccc(NC(=O)Cn2nnc3ccccc32)cc1,13.7,-0.2,-2.6,13.3,21.4,3.2,1.3,1.6
CN(c1ccccc1C(=O)Nc1ccc(CC#N)cc1)S(=O)(=O)c1ccccc1,-3.2,-0.4,-0.2,0.3,6.9,1.9,4.8,-8.5
Cc1ccc(S(=O)(=O)c2nc(S(=O)(=O)c3ccccc3)sc2N2CCN(CCO)CC2)cc1,0.0,0.1,-1.7,-0.2,-6.6,-8.8,9.3,6.4
COc1ccc2oc(C(F)(F)C(F)(F)F)cc(=O)c2c1,-3.3,10.0,1.0,0.0,-14.5,-1.0,-284.4,2.6
COc1ccccc1C1CC(c2ccc(Cl)cc2)Nc2nc(N)nn21 (stereo unspecified),-5.1,1.4,-0.7,2.2,-5.8,-2.0,-20.5,2.4
CN(CC(=O)O/N=C(\N)c1ccc(Br)cc1)S(=O)(=O)c1ccccc1,0.1,0.7,0.1,5.1,-6.0,0.6,15.5,7.8
Cc1ccc(OCC(=O)Nc2cccc(S(=O)(=O)N3CCCCCC3)c2)c([N+](=O)[O-])n1,24.4,-4.8,8.8,0.5,-14.7,1.6,23.2,-7.5
N#C/C(=N\Nc1ccc(F)cc1)C(=N)N1CCCCCC1,9.2,-1.2,-1.0,-7.6,-9.7,5.2,-6.9,-1.0
COc1ccc(C(CC(=O)O)NS(=O)(=O)c2ccc3c(c2)NC(=O)CO3)cc1 (stereo unspecified),-3.8,-2.0,-1.1,-5.8,-24.9,3.0,2.3,-6.0
Cc1nc2c(-c3ccc(F)cc3)c(C)nn2c(C)c1CCC(=O)N1CCN(c2ccccn2)CC1,1.3,4.2,-1.7,26.3,-4.0,-0.6,-53.6,13.1
Cc1cccc(NC(=O)COC(=O)CCc2ccc(S(=O)(=O)N3CCOCC3)cc2)c1C,-5.2,0.8,3.8,3.2,5.3,-6.0,15.2,-4.0
CC(NC(=O)CCN1C(=O)c2ccccc2C1=O)c1ccc2c(c1)CCCC2 (stereo unspecified),8.0,-3.0,-0.3,5.1,2.5,0.5,30.9,-22.7
CSc1nnc(C)c(=O)n1COC(=O)COc1ccccc1C,-5.5,-2.1,-1.5,3.7,-4.5,7.9,10.5,-14.1
Cc1cc(OCC(=O)NN2C(=O)c3ccccc3C2=O)ccc1Cl,0.1,0.1,0.8,-0.4,5.8,0.2,10.9,-21.4
O=C(Nc1ccc2c3c(cccc13)CC2)c1ccco1,6.6,0.1,7.0,7.9,7.2,0.3,-69.7,18.7
NC(=O)N/N=C/c1ccc(-c2ccc([N+](=O)[O-])cc2)o1,0.3,2.0,1.3,2.8,-15.9,-12.5,-70.9,10.3
Cc1ccc(Cn2c(SCC(N)=O)nc3c2c(=O)n(C)c(=O)n3C)cc1,-2.4,3.1,-1.5,-11.3,-6.9,-1.2,4.1,-8.0
CCOc1ccc(NC2=CC(=O)CCC2)cc1,9.0,0.4,-0.4,-2.2,-3.5,-4.0,21.4,6.9
Cc1cccc(C(=O)Oc2cccc3c(O)cccc23)c1,9.7,-3.7,0.0,-0.1,-8.5,-6.7,9.3,9.7
COc1ccc(C2=CCN3CCCCC3C2)c(-c2ccc(OC)c(OC)c2)c1 (stereo unspecified),-0.4,-2.0,0.1,-6.8,6.0,8.4,-77.3,-0.2
C=CCOn1c(=O)c(-c2ccc(F)cc2)[n+]([O-])c2ccccc21,4.4,1.6,0.1,-1.9,-0.7,-0.9,-65.4,-0.1
COC(=O)c1ccccc1NC(=O)CN1CCOCC1,-1.1,2.3,0.5,6.4,1.7,-7.9,25.6,0.7
CCn1c(SCc2ccccc2)nc2cc(OC)c(OC)cc2c1=O,11.3,-6.1,-0.6,-8.9,0.5,6.5,17.4,1.7
Cn1c(Oc2ccc3c(c2)OCO3)nc2c1c(=O)n(Cc1ccccc1)c(=O)n2C,-5.2,0.7,-4.4,18.8,6.5,-2.7,14.6,6.1
CN(Cc1ccccc1)C(=O)c1ccccc1-c1ccccc1,-1.1,-0.7,0.4,7.2,-6.4,2.6,15.1,-19.0

# (further entries)
SMILES,HKDC1 inhibitor,GRIN3A LBD mod,MPTP block,SENP7 inh,SENP6 block,ATG4B inhibitor,SENP8 inh,PfG6PD inh
CC(=O)Nc1ccc(S(=O)(=O)NCCC(=O)OCc2nc(N)nc(Nc3ccccc3C)n2)cc1,-1.1,1.9,0.2,4.0,4.0,-1.9,3.8,-6.1
CCN(c1ccccc1)c1cc(C)nc2ncnn12,1.6,-0.6,-0.8,-3.4,-8.6,-4.2,1.4,5.4
COCCn1cnc2c1c(=O)n(Cc1ccc(C#N)cc1)c(=O)n2Cc1ccccc1,-3.7,-4.9,-1.5,-5.2,-0.6,3.4,14.2,-16.5
N#C/C(=C(/O)c1ccco1)c1nc2ccccc2s1,8.5&1.1,4.5&1.0,5.2&3.5,56.7*,90.0*,-8.3&-4.7,-36.5&-109.4,-28.5&-33.7
Cn1cccc1/C=C1\SC(=S)N(NC(=O)c2ccccc2Cl)C1=O,-8.2,-2.2,-2.8,.,.,5.2,34.0,13.8
C#CCOCCOCCOCCNc1nc(N2CCN(C(=O)Cn3cc(CCCN=C(N)N)nn3)CC2)nc(N2CCN(C(=O)[C@H](C(C)C)n3cc(CCO)nn3)CC2)n1,-1.7,-0.8,-0.6,-1.5,-3.6,-7.1,7.6,-10.9
Cc1ccccc1Nc1nn2c(=O)c3ccccc3nc2s1,4.1,-0.3,0.8,9.7,-11.0,-1.6,-7.6,14.9
Cc1cc(C)nc(N/N=C/c2ccccc2OCc2cccc(Br)c2)n1,-2.3,1.3,-0.6,-4.5,-9.9,14.0,-4.1,24.1
C/C(COc1ccccc1)=N\NC(=O)c1nnn(-c2nonc2N)c1CSc1ccccc1,-0.3,-7.1,-2.7,16.0,14.6,-9.7,3.1,16.3
C/C(=N\NC(=O)c1n[nH]c2c1CCC2)c1ccco1,-5.9,-0.6,0.1,59.5*,69.4*,1.5,8.8,-0.5
CC(C)(C)C(=O)N=C1SC2CS(=O)(=O)CC2N1c1ccc2c(c1)OCO2 (stereo unspecified),-5.0,1.5,-0.1,-0.3,-24.5,-9.8,8.9,2.5
COc1ccc(S(=O)(=O)N2CCCCCC2)cc1NC(=O)Cc1n[nH]c(=O)c2ccccc12,11.9,-0.7,0.2,-13.1,-13.3,-14.9,7.3,6.6
CC1(c2ccc3ccccc3c2)NC(=O)N(CC(=O)N2CCN(Cc3ccccc3)CC2)C1=O (stereo unspecified),-2.1,-1.2,12.5,0.7,2.3,-6.4,18.5,-11.6
COc1ccc(-c2oc3ncnc(NCCCN4CCOCC4)c3c2-c2ccc(OC)cc2)cc1,15.1,0.6,-1.3,4.3,1.1,-12.2,-307.3,10.0
O=c1[nH]c(C2CCN(S(=O)(=O)c3ccccc3)CC2)nc2c1nnn2Cc1ccccc1,1.8,-8.2,-1.3,3.9,6.5,-19.3,5.1,-15.5
Cc1ccc(NC(=O)[C@@H]2CCCN2S(=O)(=O)c2ccccc2C(F)(F)F)cc1S(=O)(=O)N1CCOCC1,-4.7,-2.5,0.9,-6.5,-0.2,-11.1,-1.4,-0.2
CN1CCN(CCCNC(=O)C2CCN(c3nnc(-n4cccc4)s3)CC2)CC1,-0.1,0.7,0.2,-10.5,-8.5,-2.2,17.3,4.3
OCC[C@@H]1C[C@@H](O)[C@H](O)[C@]2(OCCCc3ccccc32)O1,-1.7,0.9,-0.3,0.5,-7.6,-1.0,23.4,-6.4
Cn1nnnc1Sc1ncnc2scc(-c3ccccc3Cl)c12,5.8,1.4,0.9,-2.4,4.8,5.5,-10.4,-18.9
Oc1ccccc1-c1nnc(COc2ccc(Cl)cc2Cl)o1,-8.5,0.9,0.7,1.4,6.9,1.7,-12.0,-15.9
COc1ccccc1/C=N/NC(=O)Cn1cnc([N+](=O)[O-])n1,-9.2,-3.3,0.7,-2.5,-5.9,-6.7,17.0,7.3
CSCCC(NS(=O)(=O)c1ccccc1F)C(=O)NCc1cccnc1 (stereo unspecified),2.9,1.1,-1.5,-5.8,-4.9,-0.4,10.5,-1.1
O=C(O)c1ccc(S(=O)(=O)c2ccccc2)cc1,7.6,0.0,0.0,4.9,-1.7,-3.5,7.0,-24.6
C=C(C)COc1ccc(-c2n[nH]c(C)c2-c2ccc(Br)cc2)c(O)c1,-6.6,32.2*,7.2,-8.8,-9.7,3.6,3.9,-1.5
CCc1nnc(NC(=O)CCNC(=O)c2ccco2)s1,-5.0,-3.3,-1.2,5.4,-9.5,-4.6,5.8,-8.0

# 4 records picked at random from the list so far:
SMILES,HKDC1 inhibitor,GRIN3A LBD mod,MPTP block,SENP7 inh,SENP6 block,ATG4B inhibitor,SENP8 inh,PfG6PD inh
NC(=O)N/N=C/c1ccc(-c2ccc([N+](=O)[O-])cc2)o1,0.3,2.0,1.3,2.8,-15.9,-12.5,-70.9,10.3
C=CCOn1c(=O)c(-c2ccc(F)cc2)[n+]([O-])c2ccccc21,4.4,1.6,0.1,-1.9,-0.7,-0.9,-65.4,-0.1
CC(NC(=O)CCN1C(=O)c2ccccc2C1=O)c1ccc2c(c1)CCCC2 (stereo unspecified),8.0,-3.0,-0.3,5.1,2.5,0.5,30.9,-22.7
CC1(c2ccc3ccccc3c2)NC(=O)N(CC(=O)N2CCN(Cc3ccccc3)CC2)C1=O (stereo unspecified),-2.1,-1.2,12.5,0.7,2.3,-6.4,18.5,-11.6

# Additional compounds follow.
SMILES,HKDC1 inhibitor,GRIN3A LBD mod,MPTP block,SENP7 inh,SENP6 block,ATG4B inhibitor,SENP8 inh,PfG6PD inh
CCOc1ccccc1C1C2C(=O)N(c3ccccc3)C(=O)C2ON1c1ccccc1 (stereo unspecified),-2.3,-4.0,-0.8,-0.2,-6.3,1.0,11.6,-13.4
O=C(CN1C(=O)C2C3C=CC(C3)C2C1=O)Nc1ccc(F)cc1 (stereo unspecified),-4.9,-0.2,-0.4,-2.8,-6.4,0.3,3.6,-2.7
Cc1cc(C)cc(N(C(=O)c2ccc3c(c2)OCO3)C2C=CS(=O)(=O)C2)c1 (stereo unspecified),-6.4,0.1,1.1,2.7,3.8,-23.0,7.8,-2.8
CN(C)c1ccc(C=NCC2(O)CCOC(C)(C)C2)cc1 (stereo unspecified),-1.6,2.8,-0.7,3.0,8.1,-2.5,16.9,-12.1
Cc1cccc(NC(=O)CSCC(=O)N(CCC(C)C)c2c(N)n(Cc3ccccc3)c(=O)[nH]c2=O)c1,2.0,-3.1,-0.5,3.7,1.6,-9.4,3.7,16.5
CS(=O)(=O)c1ccc(C(=O)OCC(=O)NC(=O)C2COc3ccccc3O2)cc1[N+](=O)[O-] (stereo unspecified),12.7,-1.9,-0.4,-6.7,-10.6,4.5,9.8,2.2
CC(=O)C1=C(c2cccc([N+](=O)[O-])c2)N(C(C)=O)n2c(C)nnc2S1,-307.8,2.9,1.9,13.7,31.2,-9.2,19.2,-26.1
Cc1c(Cl)cccc1NC(=O)c1cccnc1,-5.7,-1.6,0.9,-7.4,-2.8,6.5,4.9,-5.4
C/C(=N\Nc1ccc(F)cc1)c1ccncc1,-9.0,-2.2,1.6,2.0,1.2,1.3,1.5,22.7
Cc1c(C(=O)NCc2ccc3c(c2)OCO3)oc2ccc(Br)cc12,-1.9,-12.1,4.3,-0.4,-11.8,-4.4,16.0,-2.1
Cn1ncc2c(NNC(=O)c3ccc(O)cc3)ncnc21,-3.5,0.3,-1.5,11.3,27.3,-8.9,0.1,8.0
Nc1nnc(SCC(=O)Nc2ccc(Cl)c(C(=O)O)c2)s1,-6.3,0.7,-0.5,6.6,-5.9,7.3,13.9,-3.2

# Compound activity as filed in PubChem.
